USP2a block – qHTS Assay for Inhibitors of Ubiquitin-specific Protease USP2a Using CHOP2 as the Reporter | Ubiquitin carboxyl-terminal hydrolase 2 (Homo sapiens), O75604 | hit rate 0.01% among 330,000 | USP2 core, Ub-CHOP2 coupled fluorogenic reporter, 485/531 | AID 463254, 2010 | Potency, µM (titrated, usually from 38.3 µM), inactives show at the highest dose activity change, negative = inhibition, usual class: inhibitors;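 further: potency means the concentration at half of the fitted maximal effect; plate controls were DMSO wells for no effect and full inhibition by NEM control for full effect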
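USP2 core (10nM final) preincubated 30min RT with compound in 20mM Tris-HCl pH 8.0, 2mM CaCl2, 2mM beta-mercaptoethanol, 0.05% CHAPS; 25nM Ub-CHOP2 plus 25nM reporter substrate added, fluorescence (Ex485/Em531) read after 60min.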
GALK inh – qHTS Assay for Inhibitors of Human Galactokinase (GALK). P51570. Purified GALK, Kinase-Glo residual ATP luminescence. Potency, µM (titrated, usually from 57.5 µM), inactives show at the top dose activity change, negative = inhibition, actives largely listed as inhibitors. hit rate 0.007% among 270,000. AID 1868, 2009; further: potency means the concentration at half of the fitted maximal effect
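Quantitative HTS: GALK 5 nM, ATP 35 uM, galactose 100 uM, 1 h room temperature, then luciferase-based ATP detection.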
uPA surface inh – qHTS for Inhibitors of Cell Surface uPA Generation | AID 540303, 2011 | cell surface uPA generation assay, qHTS | hit rate 0.31% among 330,000 | Potency, µM (highest dose often 38.3 µM), for inactives: at the highest dose activity change, negative = inhibition, actives largely listed as inhibitors; active means well fitted inhibition curve with a large enough effect; inconclusive means small, poorly fitted or top-dose-only effect; inactive means no such curve, though single readings can be large or run the other way; tested in mouse RAW 264.7 cells; further: potency means the concentration at half of the fitted maximal effect; nearly all actives have a fitted effect of over 55% in size
B2AR arrestin – qHTS assay of beta-arrestin-biased ligands of beta2-adrenergic receptor | beta-arrestin recruitment to beta2AR, cell-based reporter | Potency, µM (series often up to 46.1 µM), for inactives: at the top dose activation, hits mostly activators | hit rate 0.02% among 330,000 | AID 492947, 2010;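 further: potency means the concentration at half of the fitted maximal effect; 0% = DMSO controls and full agonism = EC100 isoproterenol or metaproterenol; nearly all actives have a fitted effect of over 65% in size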
FBPA coupling cs – qHTS Assay for Inhibitors of Fructose-1,6-bisphosphate Aldolase from Giardia Lamblia: Coupling assay counterscreen | coupling enzyme system counterscreen, AmpLite Red fluorescence | hit rate 0.67% among 290,000 | AID 2472, 2010 | activity change, negative = inhibition, % at 58.2 µM, hits read low; in the data active means activity change below about -30%
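First, compound is pin-transferred into glyceraldehyde-3-phosphate coupling-enzyme reagent at 57.5 uM final and held 10 min at RT. Next, substrate, coupling system and AmpLite Red are added. After 20 min RT, fluorescence (525/598 nm) is read.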
BCR signal inh – qHTS Assay to Find Inhibitors of Chronic Active B-Cell Receptor Signaling | AID 493014, 2011 | hit rate 0.05% among 340,000 | Potency, µM (highest dose often 46.1 µM), without a hit: top-dose ratio change, negative = lower green/red ratio, actives largely listed as inhibitors | ABC-DLBCL IkBa-CBG/CBR reporter, luminescence ratio, 4 h; active means well fitted inhibition curve with a large enough effect in the signal ratio, with a control signal flat, not every such curve was filed as active; inconclusive means small, poorly fitted or top-dose-only effect, or effect the other way, or a change in a side signal; the % refers to the signal ratio;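 further: potency means the concentration at half of the fitted maximal effect; plate controls were basal doxycycline-induced cells for no effect and cells given 10 µM MG132 for full effect; MG132 reads +100%, hits lower the ratio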
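Compounds up to 46 uM were incubated four hours with TMD8 cells whose green CBG68 luciferase is fused to IkappaBalpha; red CBR luminescence normalised the signal, and concentration-effect curves were fitted to fusion, red and ratio data.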
PKM2 act – qHTS Assay for Activators of Human Muscle isoform 2 Pyruvate Kinase; Potency, µM (doses to about 57.5 µM), for inactives: at the highest dose activation, hits mostly activators; AID 1631, 2009; hit rate 0.34% among 260,000; Pyruvate kinase PKM (Homo sapiens), P14618; purified PKM2, Kinase-Glo ATP luminescence, activation; response scale: 0% is enzyme alone, no compound; further: potency means the concentration at half of the fitted maximal effect; nearly all actives have a fitted effect of over 55% in size
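Purified hPK-M2 (>95% pure) converted ADP (0.1 mM final) to ATP with 0.5 mM PEP in 50 mM imidazole pH7.2, KCl, MgCl2, Tween 20, BSA; 1 h at room temperature. ATP detected by Kinase-Glo luminescence.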
KCNH2 3.1 block – qHTS for Inhibitors of KCHN2 3.1: Mutant qHTS; Potassium voltage-gated channel subfamily H member 2, brain isoform KCNH2 3.1 (human); U2OS KCNH2 3.1, thallium flux FluxOr; stronger effect = lower value; activity change, % (tested at about 1.8 µM); hit rate 0.95% among 340,000;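 active means maximum activity change below -70%; inconclusive means maximum activity change from -70% to -50%; inactive means maximum activity change above -50%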;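 further: thallium influx rate constant from kinetic fluorescence after stimulation buffer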
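Channel expression came from 3.1 mutant virus (1.77 x 10^8 /mL) applied to suspended U2OS cells for 4 h. Flux was tracked with FluxOr dye plus Red40 quencher, and kinetic rate constants normalized to controls.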
Eya2 phos inh – qHTS Assay for Inhibitors of the Phosphatase Activity of Eya2; hit rate 0.006% among 330,000; Potency, µM (series often up to 76.9 µM), inactives show at the highest dose activity, negative = inhibition, most hits filed as inhibitors; recombinant Eya2, OMFP fluorescence dephosphorylation (OMFP is methylfluorescein phosphate); Protein phosphatase EYA2 (Homo sapiens), O00167; further: potency means the concentration at half of the fitted maximal effect
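Eya2 protein (added as 0.2 uM solution) was preincubated with compound for 10 min at ambient temperature in 50 mM HEPES pH 7.5, 50 mM NaCl, 5 uM MgCl2, 0.05% BSA, 1 mM DTT. OMFP (added at 50 uM) then reacted 10 min; fluorescence read at 485/525 nm.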
Giardia kill – Small Molecules that selectively kill Giardia lamblia: qHTS; Giardia lamblia trophozoite viability; activity change, % at 7.66 µM, hits read low; hit rate 0.15% among 340,000; in the data active means activity change below about -80%; inconclusive means between about -30% and that limit;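 further: parasites exposed to compound for two days anaerobically before the ATP read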
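Viability, read as ATP luminescence: trophozoites at 100 cells/well, compound added, 48 hrs anaerobic at 37 deg C, then 15-30 min room-temperature development before reading.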
hERG WT inh – qHTS for Inhibitors of KCHN2 3.1: Wildtype qHTS; Voltage-gated inwardly rectifying potassium channel KCNH2 (Homo sapiens), Q12809; U2OS, BacMam KCNH2, thallium flux FluxOr; stronger effect = lower value; activity change, % at 1.84 µM; hit rate 0.37% among 340,000;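 active means maximum activity change below -70%; inconclusive means maximum activity change between -70% and -50%; inactive means maximum activity change above -50%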
Target sequence (Q12809 whole entry, looked up): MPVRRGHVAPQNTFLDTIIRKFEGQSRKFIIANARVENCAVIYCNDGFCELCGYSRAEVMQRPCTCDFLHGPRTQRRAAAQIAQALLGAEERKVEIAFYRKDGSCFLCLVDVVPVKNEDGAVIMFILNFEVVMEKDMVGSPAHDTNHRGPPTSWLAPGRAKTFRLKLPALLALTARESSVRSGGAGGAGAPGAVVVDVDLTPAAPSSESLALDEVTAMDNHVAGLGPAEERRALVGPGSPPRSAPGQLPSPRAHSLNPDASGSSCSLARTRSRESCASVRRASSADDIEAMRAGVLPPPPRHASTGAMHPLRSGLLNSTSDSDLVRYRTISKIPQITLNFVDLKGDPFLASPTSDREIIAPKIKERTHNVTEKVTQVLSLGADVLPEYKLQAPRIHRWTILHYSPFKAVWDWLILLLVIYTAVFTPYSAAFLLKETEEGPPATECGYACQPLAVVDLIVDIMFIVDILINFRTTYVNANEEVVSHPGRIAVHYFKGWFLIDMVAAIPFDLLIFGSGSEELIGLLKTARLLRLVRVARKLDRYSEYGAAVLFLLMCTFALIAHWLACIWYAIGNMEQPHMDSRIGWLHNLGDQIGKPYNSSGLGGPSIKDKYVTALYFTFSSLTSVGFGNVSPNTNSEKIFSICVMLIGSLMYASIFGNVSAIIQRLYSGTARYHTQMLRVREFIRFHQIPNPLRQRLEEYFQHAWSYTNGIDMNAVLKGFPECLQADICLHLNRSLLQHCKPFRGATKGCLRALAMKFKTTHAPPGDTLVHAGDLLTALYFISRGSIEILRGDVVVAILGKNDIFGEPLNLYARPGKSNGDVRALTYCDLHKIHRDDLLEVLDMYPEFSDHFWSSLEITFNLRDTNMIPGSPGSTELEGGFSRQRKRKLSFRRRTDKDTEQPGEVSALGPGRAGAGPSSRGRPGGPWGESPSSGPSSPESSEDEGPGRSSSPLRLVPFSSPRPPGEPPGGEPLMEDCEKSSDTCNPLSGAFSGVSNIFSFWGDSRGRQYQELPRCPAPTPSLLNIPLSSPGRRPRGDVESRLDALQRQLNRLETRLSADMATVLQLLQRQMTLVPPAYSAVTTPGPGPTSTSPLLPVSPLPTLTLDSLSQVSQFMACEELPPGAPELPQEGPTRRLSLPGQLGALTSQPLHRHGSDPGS
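U2OS cells were transduced with wild-type KCNH2 virus (2.03 x 10^8 / mL) for 4 h at room temperature, then cultured overnight at 37 C. Thallium flux was read with FluxOr dye. Rate constants were normalized to DMSO controls.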
The depositor's hits bear a star; u = inconclusive; x = not tested or not shown. Unless noted, the call rests on the fitted dose curve; in most records, active means well fitted curve in the direction sought with a large enough effect; inconclusive means small, poorly fitted or top-dose-only effect, or another doubt; inactive means no such curve, though single readings can be large; an effect the other way counts as inactive or inconclusive. Unless noted, on the % scale 0 is the no-effect control and ±100 the full control effect. Compounds as they come. Share with any hit: about 2.4%.

SMILES	USP2a block	GALK inh	uPA surface inh	B2AR arrestin	FBPA coupling cs	BCR signal inh	PKM2 act	KCNH2 3.1 block	Eya2 phos inh	Giardia kill	hERG WT inh
CCCCc1nnc(NC(=O)C2CC(=O)N(c3ccc(C)cc3)C2)s1 (stereo unspecified)	3%	0%	1%	0.4%	4	-5%	1%	-2	u	-3	0
COc1cc(/C=C/C(=O)Nc2ccc3[nH]c(=O)[nH]c3c2)cc(OC)c1OC	4%	0%	1%	0.4%	-3	-12%	-4%	5	-13%	-8	0
COc1ccc(S(=O)(=O)NCc2ccccn2)cc1NC(=O)c1ccccc1C	0%	x	-4%	-0.1%	x	u	x	-5	1%	-7	7
CCOC(=O)N1CCN(C(=O)CS(=O)(=O)Cc2nc(-c3ccccc3F)oc2C)CC1	2%	9%	2%	-0.6%	0	0%	0%	0	2%	16	-5
Cc1ccccc1C(=O)NNC(=O)CSc1nnc(-c2ccncc2)n1-c1ccccc1	5%	1%	0%	-0.1%	6	-7%	6%	2	2%	0	-6
CCCN(C(=O)C1CCCN(c2ncnc3c2nc2n3CCCCC2)C1)c1ccc(F)cc1 (stereo unspecified)	1%	-7%	4%	-0.4%	x	2%	x	-9	-30%	3	-12
CCn1nc(C)c(CN2CCCC(CO)(Cc3ccccc3)C2)c1C (stereo unspecified)	0%	2%	-4%	-0.1%	1	1%	-1%	10	10%	-3	5
Cc1sc(NC(=O)/C=C/c2ccco2)c(C(=O)O)c1C	1%	11%	-6%	-0.6%	-13	u	0%	8	7%	-10	-2
O=C(NC1CCN(Cc2ccc(F)cc2)CC1)c1ccccc1	0%	x	5%	-0.6%	1	-1%	x	4	u	1	11
Cc1nc(SCc2ccc(C(=O)O)cc2)nc2c1CCCC2	-1%	-1%	6%	0.1%	-1	u	-9%	29	-12%	-15	-6
COc1ccc(-n2nc3c(N4CCC(C(=O)N5CCC(C)CC5)CC4)nnc(C)c3c2C)cc1	6%	-1%	2%	0.1%	x	-3%	x	5	12%	2	12
CCN1CCN(c2ccc(S(=O)(=O)N3CCOCC3)cc2NC(=O)/C=C/c2ccc(C)cc2)CC1	0%	x	-17%	-0.2%	x	u	x	-8	-30%	-20	4
COc1ccccc1C(=O)NCCC(=O)NC1CCCC(C)C1C (stereo unspecified)	1%	x	0%	-0.2%	x	-2%	x	-33	-27%	1	2
NS(=O)(=O)c1ccc(CCNC(=O)CSc2nc3ccccc3c(=O)n2CC2CCCO2)cc1 (stereo unspecified)	1%	-5%	-4%	-0.1%	x	3%	x	3	-7%	23	22
Cc1c(Cc2ccccc2)c(=O)oc2cc(OCC(N)=O)ccc12	1%	0%	3%	-0.1%	0	-3%	9%	1	3%	-11	1
CN(Cc1c(F)cccc1Cl)C(=O)CNC(=O)c1sc2ccccc2c1Cl	-1%	x	-1%	0.2%	x	3%	x	0	-9%	4	-10
Cc1ccc(OCCn2c(Br)nc3c2c(=O)n(C)c(=O)n3C)cc1	1%	-4%	x	-0.6%	-50*	0%	-1%	-11	5%	7	6
CN(C)C(CNC(=O)Cc1cccc(C(F)(F)F)c1)c1ccco1 (stereo unspecified)	9%	0%	0%	0.2%	1	4%	-1%	3	8%	-2	1
O=C(CN1C(=O)C(=O)c2ccccc21)c1ccccc1	1%	x	1%	0.4%	-6	0%	x	18	6%	-19	11
COc1cccc(-n2nnc3c(=O)n(CC(=O)OCc4ccccc4)cnc32)c1	2%	0%	3%	0.0%	0	4%	-1%	-5	5%	-9	-5
CCN(C(=O)COC(=O)c1nc(Cl)ccc1Cl)C1CCS(=O)(=O)C1 (stereo unspecified)	-1%	x	5%	0.0%	x	u	x	-7	-18%	10	2
O=C(Nc1ccc(N2CCCCC2)cc1)c1cc(S(=O)(=O)N2CCOCC2)ccc1F	0%	x	-17%	0.2%	x	u	x	-1	-19%	-8	1
C=CCOc1ccc(CN(C)CC(=O)Nc2ccc3c(c2)CCC3)cc1	-4%	-3%	3%	0.0%	0	-8%	-1%	-27	-12%	-13	11
CCOc1ccc(C2CC(c3cccc(C)c3)n3ncnc3N2)cc1 (stereo unspecified)	-5%	2%	16%	-0.6%	0	4%	-1%	-3	-3%	4	6
Cc1ccc(-c2cc(C(=O)Nc3ccc(S(=O)(=O)Nc4nccs4)cc3)c3ccccc3n2)c(C)c1	-2%	1%	0%	-1.6%	-1	u	-4%	-6	5%	0	-2

(cont.)
SMILES	USP2a block	GALK inh	uPA surface inh	B2AR arrestin	FBPA coupling cs	BCR signal inh	PKM2 act	KCNH2 3.1 block	Eya2 phos inh	Giardia kill	hERG WT inh
N#Cc1c(-c2ccccc2)ccn(Cc2ccccc2Cl)c1=O	4%	-2%	-9%	0.3%	2	7%	11%	9	1%	2	-8
Cc1cc(C(=O)Nc2cccc3c2O[C@H](CN(C)CC2CC2)[C@@H](C)CN([C@H](C)CO)C3=O)n(C)n1	6%	x	-4%	-1.0%	x	2%	x	20	-24%	16	-1
Cc1ccn2c(C(=O)c3ccc(Cl)cc3)cnc2c1	0%	0%	0%	0.3%	-2	-5%	-14%	3	2%	-2	-20
Cc1cc(NC(=O)c2cc(-c3ccco3)on2)no1	-1%	0%	x	-0.8%	-1	u	0%	-6	-1%	-4	4
CC1=Nc2cccc3cccc(c23)N1	0%	-1%	-4%	2.2%	0	-4%	3%	1	-5%	10	1
COC(=O)c1ccc(=O)n(Cc2ccco2)c1	1%	-2%	2%	0.0%	2	2%	-1%	5	-20%	-5	4
CC(C)C(=O)Nc1cccc(-c2nc3ncccc3o2)c1	2%	5%	17%	-0.5%	-2	9%	-32%	7	8%	-1	-3
Cc1cccc(OCc2nnc(NC(=O)Cc3cccs3)s2)c1	4%	-2%	x	0.1%	-8	5%	9%	1	1%	-21	-12
COc1ccc(NC(=O)CSc2nnc(-c3cccc(O)c3)o2)cc1	3%	-1%	-8%	0.2%	-16	4%	2%	1	1%	-9	-5
COc1cccc(NC(=S)N(CCc2c(C)[nH]c3ccccc23)Cc2cccs2)c1	-5%	x	u	-0.4%	-2	u	0%	3	0%	10	-1
Cc1cccc(NCC(=O)N/N=C/c2ccc(Br)cc2)c1	3%	1%	x	0.0%	1	11%	-3%	-9	0%	-7	-2
Cc1cc2n(n1)C(c1ccccc1Cl)Nc1ccccc1-2 (stereo unspecified)	1%	-1%	-3%	0.1%	-3	u	18µM*	-10	-22%	8	10
CCC1(C)NC(C(=O)O)Cc2c1[nH]c1ccccc21 (stereo unspecified)	1%	-3%	5%	-0.6%	-2	1%	-2%	-9	-3%	1	1
CC(C)Cn1c2c(c(=O)[nH]c1=O)C(NS(=O)(=O)c1ccc(Cl)cc1)(C(F)(F)F)C(=O)N2 (stereo unspecified)	-1%	0%	1%	0.0%	2	4%	0%	-2	0%	9	11
COc1ccc(N/C(=C/[N+](=O)[O-])SC)cc1	-1%	11%	-6%	0.1%	-1	u	-3%	5	u	6	-12
CCOCCCN(C(=O)CNC(=O)c1ccco1)C(C(=O)NC1CCCC1)c1ccccc1C (stereo unspecified)	2%	5%	-5%	-0.1%	4	u	0%	-6	1%	-2	-6
CN(CC(=O)Nc1ccccc1Br)C(=O)c1ccccc1-c1nc2ccccc2s1	-8%	6%	6%	-0.4%	x	u	-1%	-8	6%	-10	-6
Nc1scc2c(C(=O)N/N=C/c3ccc(Cl)cc3)nn(-c3ccccc3)c(=O)c12	-18%	2%	3%	0.0%	-48*	6%	10%	-15	6%	-1	-2
CCOc1ccc(C=NNc2ccc(S(=O)(=O)Nc3ccccc3C(=O)O)cc2[N+](=O)[O-])cc1OC	1%	x	2%	-0.7%	x	u	x	-1	9%	-11	7
CC(C)CCN1CCN(Cc2cccc(-n3cccn3)c2)CC1CCO (stereo unspecified)	3%	-1%	3%	-0.1%	-1	u	0%	-6	6%	-22	0
Cc1ccc(C)c(NC(=O)CSc2nnc(-c3ccncc3)o2)c1	1%	5%	3%	0.1%	1	u	-3%	8	10%	-4	-3
CS(=O)(=O)N(CC(=O)NC1CC2CCC1C2)c1cccc(C(F)(F)F)c1 (stereo unspecified)	0%	-2%	6%	0.0%	-2	6%	5%	6	-2%	-13	30

High-throughput results from PubChem.
